Screening data (PubChem BioAssay)
PfG6PD inh: PfG6PD (Plasmodium falciparum) enzyme inhibition; PfGluPho enzyme, NADPH resazurin-diaphorase fluorescence; 350,000 tested, 0.78% active; inhibition, % at 20 µM;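 active = inhibition reaching at least a set limit at 20 µM in the primary screen, cut at about 59% in these data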;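 note: 0% = DMSO wells with substrate and 100% = DMSO wells lacking glucose-6-phosphate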
ATG4B inh: inhibitors of human ATG4B cysteine protease. Q9Y4P1. ATG4B cleavage of LC3-PLA2, NBD-HPC fluorescence, 1 h. inhibition, % at 8.33 µM. 340,000 tested, 0.51% active. AID 504462; in the data active = inhibition above about 40%
Target sequence (Q9Y4P1 whole entry, looked up): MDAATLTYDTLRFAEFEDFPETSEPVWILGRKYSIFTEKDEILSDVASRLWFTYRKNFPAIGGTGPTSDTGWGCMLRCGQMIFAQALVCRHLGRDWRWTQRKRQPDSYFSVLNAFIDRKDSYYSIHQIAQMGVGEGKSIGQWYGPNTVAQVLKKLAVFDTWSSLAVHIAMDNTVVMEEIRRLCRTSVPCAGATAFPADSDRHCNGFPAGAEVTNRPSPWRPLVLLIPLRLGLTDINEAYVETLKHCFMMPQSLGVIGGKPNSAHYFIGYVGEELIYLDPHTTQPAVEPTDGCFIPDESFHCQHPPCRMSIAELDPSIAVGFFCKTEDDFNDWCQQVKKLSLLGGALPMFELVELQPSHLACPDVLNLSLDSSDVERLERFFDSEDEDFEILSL
mIAP act: mouse IAP activation. 330,000 tested, 0.24% active. AID 2805. muIAP, CDP-Star luminescence, 30 min; hits give high values; 1 = vehicle-only enzyme signal, 0 = enzyme-free wells. activation factor at 10 µM;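 active = activation factor of at least 2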; note: the source names both 10 and 20 µM as test concentration; values of inactives mirror those of a sister screen read the other way
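also added = chemiluminescent substrate CDP-Star | test system = mouse IAP enzyme | signal = chemiluminescence readout | compound = DMSO-dissolved test compounds | incubation = 30 min at room temperature | benchmarks = DMSO wells, no-enzyme wells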
hIAP activ: human IAP activation; P09923; purified human IAP, CDP-Star luminescence, 30 min; hits give high values; 1 = vehicle-only enzyme, 0 = enzyme-free background; activation factor at 10 µM; 330,000 tested, 0.16% active; AID 2524;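 active = activation factor of the enzyme at least 2-fold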; note: the source names both 10 and 20 µM as test concentration; values of inactives mirror those of a sister screen read the other way
Target sequence (P09923 whole entry, looked up): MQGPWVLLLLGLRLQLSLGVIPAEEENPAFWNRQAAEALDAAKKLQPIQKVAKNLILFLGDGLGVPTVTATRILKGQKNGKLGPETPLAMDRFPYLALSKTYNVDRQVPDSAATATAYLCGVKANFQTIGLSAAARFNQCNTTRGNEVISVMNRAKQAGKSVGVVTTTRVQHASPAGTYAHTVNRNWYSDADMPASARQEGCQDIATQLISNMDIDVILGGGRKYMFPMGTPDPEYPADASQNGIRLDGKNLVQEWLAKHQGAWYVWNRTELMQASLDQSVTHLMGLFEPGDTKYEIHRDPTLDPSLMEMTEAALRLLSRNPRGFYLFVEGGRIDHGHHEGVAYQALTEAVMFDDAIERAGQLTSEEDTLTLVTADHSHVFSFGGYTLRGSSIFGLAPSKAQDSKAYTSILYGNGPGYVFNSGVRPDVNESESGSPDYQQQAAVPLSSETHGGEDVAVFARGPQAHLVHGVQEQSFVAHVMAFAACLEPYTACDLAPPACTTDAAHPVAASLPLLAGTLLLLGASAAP
HKDC1 inhibitor: blocks human hexokinase HKDC1 activity; Q2TB90; recombinant HKDC1, G6PDH/diaphorase resazurin coupled fluorescence; inhibition, % at 20 µM; 340,000 tested, 0.16% active;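 active = inhibition above about 35% when tested at 20 µM, limit read from the data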;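 note: plate controls were DMSO wells with enzyme for no effect and DMSO wells lacking enzyme for full effect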
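Assay system – recombinant HKDC1 (HK5) hexokinase enzyme, produced in-house · Input – HKDC1 at 5 µg/mL · Reagent – glucose plus 1 mM ATP as hexokinase substrates · Timing – 90 min reaction incubation at room temperature, dark · Measured by – G6PDH/diaphorase-coupled fluorescence, 1 mM NADP, 100 µM resazurin, 525/613 nm · Benchmarks – DMSO-enzyme wells negative, buffer-substituted wells positive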
A3A deaminase: human APOBEC3A DNA deaminase inhibition; inhibition, % at 20 µM; 330,000 tested, 0.41% active; P31941; recombinant A3A, FAM/TAMRA ssDNA deamination fluorescence;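 active = at least 40% inhibition at 20 µM here, with at most 30% in a related deaminase screen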;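 note: plate controls were A3A with DMSO for no effect and wells lacking A3A enzyme for full effect; some results filed as inactive read as strong as hits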
hIAP inh: human IAP inhibition; P09923; purified IAP, CDP-Star luminescence, 30 min; inhibition, % at 10 µM; 330,000 tested, 0.12% active;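 active = inhibition reaching a set limit with compound at 10 µM in the primary screen, cut at about 35% in these data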;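 note: plate controls were DMSO wells with enzyme for no effect and no-enzyme buffer wells for full effect; values of inactives mirror those of a sister screen read the other way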
mIAP inh: blocks mouse intestinal alkaline phosphatase. AID 2806. inhibition, % at 10 µM. purified mouse IAP, CDP-Star luminescence, 30 min. 330,000 tested, 0.2% active;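 active = inhibition of at least 40% at 10 µM in the primary screen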;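 note: plate controls were DMSO with enzyme for no effect and no enzyme wells for full effect; values of inactives mirror those of a sister screen read the other way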
* hit, by the source's call; & = joins results of further samples.

Sample of the layout:
ATG4B inh	hIAP activ	HKDC1 inhibitor	mIAP inh	A3A deaminase	hIAP inh	mIAP act	PfG6PD inh	SMILES
-4	1.1	-6	-9	-6	-12	1.1	-7	O=C(O)CC12CC3CC(C1)CC(n1ncc(NCc4ccccc4)c(Cl)c1=O)(C3)C2
9	1.1	0	-1	-5	-6	1	-24	Cc1ccc(S(=O)(=O)N2CC(=O)Nc3ccccc32)c(C)c1NS(C)(=O)=O
-10	0.98	7	8	-1	2	0.92	-2	CC1=CC(c2ccccc2)n2nc(N3C(=O)C4CC=CCC4C3=O)nc2N1 (stereo not given)
-4	1	-26	0	-3	-5	1	-11	COCCn1c(SCC(=O)c2c(-c3ccccc3)n(C)c3ccccc23)nnc1-c1ccncc1
29	0.95	-1	-7	2	5	1.1	-4	Cc1cc(C)nc(N2CCCC(C(=O)NCC(c3ccccc3)c3ccccc3)C2)n1 (stereo not given)

The whole of this part (from the top)
ATG4B inh	hIAP activ	HKDC1 inhibitor	mIAP inh	A3A deaminase	hIAP inh	mIAP act	PfG6PD inh	SMILES
-4	1.1	-6	-9	-6	-12	1.1	-7	O=C(O)CC12CC3CC(C1)CC(n1ncc(NCc4ccccc4)c(Cl)c1=O)(C3)C2
9	1.1	0	-1	-5	-6	1	-24	Cc1ccc(S(=O)(=O)N2CC(=O)Nc3ccccc32)c(C)c1NS(C)(=O)=O
-10	0.98	7	8	-1	2	0.92	-2	CC1=CC(c2ccccc2)n2nc(N3C(=O)C4CC=CCC4C3=O)nc2N1 (stereo not given)
-4	1	-26	0	-3	-5	1	-11	COCCn1c(SCC(=O)c2c(-c3ccccc3)n(C)c3ccccc23)nnc1-c1ccncc1
29	0.95	-1	-7	2	5	1.1	-4	Cc1cc(C)nc(N2CCCC(C(=O)NCC(c3ccccc3)c3ccccc3)C2)n1 (stereo not given)
1	0.94	5	5	-4	6	0.95	-12	CCc1nnc(NC(=O)c2nc(S(=O)(=O)Cc3ccccc3)ncc2Cl)s1
2	1.3	-3	0	-6	-31	1	4	CNC(=O)CCc1nc(-c2ccc(C(C)(C)C)cc2)no1
-2	0.98	4	5	-3	2	0.95	-1	CS(=O)(=O)c1ccc2nc(NC(=O)Nc3ccccc3F)sc2c1
-7	0.98	-7	-3	3	2	1	-5	Cc1ccc(C(=O)Nn2cnc3ccccc3c2=O)cc1C
7&23	0.97	4&-2	1	0&0	8	1.1	-6&8	CC/C(=C(\c1ccccc1)c1ccc(OCCN(C)C)cc1)c1ccccc1
-9	1.1	-4	-4	1	-13	1	-1	CCN(C(=O)c1cc(Cl)ccc1OC)c1ccccc1
-6	1	5	-5	7	-4	1.1	-7	CCCCn1c(-c2ccccc2)nc2c(=O)n(C)c(=O)[nH]c21
21	1.1	-18	-30	1	-10	1.3	36	C#CCOCCOCCOCCNc1nc(N2CCN(C(=O)CCCCCCCCCCNC(=O)[C@H](CCCCN)n3cc(C)nn3)CC2)nc(N2CCN(C(=O)CCCCCCCCCCNC(=O)[C@H](CO)n3cc(CCCSC)nn3)CC2)n1
4	0.97	-2	0	-4	3	1	-6	CCCCN(NC(C)=O)c1nc(Cl)nc(NC(C)C)n1
-1	1.2	-14	1	4	-17	0.99	-2	Cc1ccccc1NC(=O)CNC(=O)c1ccc(C(F)(F)F)cc1
-1	0.87	-6	12	1	13	0.88	6	COc1ccc(Cl)cc1N1C(=O)C2CCCN2C1c1ccccc1F (stereo not given)
0	1	6	-40	4	-3	1.4	-17	C#CCOCCOCCOCCNc1nc(N2CCN(C(=O)C([C@@H](C)CC)n3cc(C(N)CO)nn3)CC2)nc(N2CCN(C(=O)[C@H](CCC(=O)O)n3cc(C(N)CC(C)C)nn3)CC2)n1 (stereo not given in full)
-11	1.1	-6	3	2	-6	0.97	9	Cn1cc(S(=O)(=O)NC(c2ccccc2)c2ccccc2)c(=O)n(C)c1=O
1	0.99	-5	-2	1	1	1	-14	CC(NC(=O)c1ccncc1)C(c1cccs1)N1CCOCC1 (stereo not given)
-6	1.1	-7	1	-1	-7	0.99	21	CC(=O)c1ccc2c(c1)N(CCCN1CCC(CCO)CC1)c1ccccc1S2
-3	1	-6	-8	0	0	1.1	-8	Cc1csc(NC(=O)CSc2ncn(-c3ccccc3)n2)n1
-10	0.98	1	4	3	2	0.96	4	O=C(Nc1ccccc1Cl)N1CCn2c(nc3ccccc32)C1
8	0.96	-1	1	-4	4	0.99	20	COc1ccc(N2CCOCC2)c(NC(=O)COc2cccc(C)c2C)c1
-10	1	-4	5	10	0	0.95	12	N=c1c(C(=O)NC2CCCCC2)cc2c(=O)n3ccccc3nc2n1Cc1ccco1
-10	0.89	-2	-8	0	11	1.1	13	CCOC(=O)c1c(-c2cccs2)csc1NC(=O)CN1CC(C)OC(C)C1 (stereo not given)
-5	0.89	-2	11	-2	11	0.89	9	CC1(C)CC(=O)c2ccc(OCc3ccc([N+](=O)[O-])cc3)cc2O1
-5	0.79	1	14	2	21	0.86	11	CC(/C=C1\SC(=S)N(CC(=O)N2CCN(c3ccccc3)CC2)C1=O)=C\c1ccccc1
-6	1	0	-3	-3	-4	1	-12	CCC(Oc1ccccc1)C(=O)Nc1nc2c(s1)C(=O)CC(C)(C)C2 (stereo not given)
-12	0.89	-5	6	0	11	0.94	-8	Cc1ccc([N+](=O)[O-])cc1N(CC(=O)N1CCCCC1)S(C)(=O)=O
1	1	-7	-3	-2	-2	1	-10	Cc1ccc(NC(=O)Cn2nnc(-c3ccccc3-n3cnnn3)n2)c(C)c1
6	1.1	-4	-4	1	-13	1	3	COc1ccccc1-c1ccc(=O)n(CC(=O)NCc2ccco2)n1
-2	1.6	-4	8	-2	-57	0.92	11	CCCc1c(C(=O)N/N=C/c2c(OC)ccc3ccccc23)nnn1-c1nonc1N
-21	1	5	16	-1	-1	0.84	-1	NC(=O)[C@H]1CC2(CC(c3cccc(NC(=O)COc4ccc(Cl)cc4)c3)=NO2)CN1C(=O)Cc1ccc([N+](=O)[O-])cc1 (stereo not given in full)
1	1	-4	-1	2	-2	1	0	CCCOc1ccc(C2C(=O)N(C3CCCCCC3)CC(=O)N2Cc2ccco2)cc1OC (stereo not given)
4	0.84	2	1	1	16	0.99	-10	CCn1c2ccc(CC(=O)O)cc2c2cc(CC(=O)O)ccc21
-4	0.91	-11	-9	-2	9	1.1	12	CCOC(=O)N1CCC(NC(=O)C2CCN(S(=O)(=O)c3cccs3)CC2)CC1
-9	1.2	-4	1	-1	-22	0.99	-15	CS(=O)(=O)N(Cc1ccccc1Cl)c1ccc(C(=O)NCc2cccnc2)cc1
1	1.2	-4	2	-5	-16	0.97	7	O=C(Nc1cccc(C(=O)N2CCOCC2)c1)c1ccccc1Cl
-4	0.98	-9	-1	6	2	1	-4	Cc1cc(C)nc(Sc2ccc(/C=C(\C#N)C(N)=O)o2)n1
-2	0.9	1	6	-1	10	0.94	3	Clc1ccc(-c2noc(CCCc3ccccc3)n2)cc1
0	1.1	0	-8	0	-6	1.1	26	CCN(CC)c1cccc(OC(=O)c2cccnc2Cl)c1
-3	1	6	3	3	-4	0.97	17	Cc1ccc(NC(=O)/C(C#N)=C(\N)C(Cl)(Cl)Cl)nc1
-4	0.86	0	-4	-3	14	1	-4	CC(C)(C)NS(=O)(=O)c1cc(C(=O)O)ccc1Cl
-4	0.76	-3	14	-3	24	0.86	-9	O=C(CC1C(=O)N(c2ccccc2)C(=S)N1c1ccccc1)c1ccccc1 (stereo not given)
-14	1.1	-1	4	21	-9	0.96	6	N#Cc1ccccc1S(=O)(=O)N1CCN(C(=O)CN2CCCC2c2cccs2)CC1 (stereo not given)
1	1	-3	2	1	-5	0.98	2	CCOC(=O)/C(=C\C=C\c1ccccc1)NC(=O)c1ccccc1
-15	0.86	0	3	0	14	0.97	-8	COc1ccccc1N1CCN(CC(O)c2ccc3cc[nH]c3c2)CC1 (stereo not given)
-3	0.87	0	-3	-5	13	1	-6	CC(=O)c1ccc(S(=O)(=O)NCc2nnnn2-c2ccccc2)cc1
-4	1.1	-6	1	2	-9	0.99	-9	CC(C)n1c(-c2cccnc2)nc2cnccc21
23	1.1	-2	0	5	-6	1	-1	COc1ccc2occ(C(=O)c3ccccc3)c2c1
3	0.95	-8	-2	1	5	1	7	Cc1cc(C(=O)CN2C(=O)NC3(CCCCC3)C2=O)c(C)n1-c1ccc2c(c1)OCO2
-2	1.1	-5	6	-7	-10	0.94	15	CCC1=Nc2cc(C(=O)NCCN3CCCC3)ccc2Sc2ccc(C)cc21
-9	1.2	2	-3	-3	-19	1	-6	COC(=O)C(NNc1ccccc1)(NC(=O)c1cccc(F)c1)C(F)(F)F (stereo not given)
-1	0.87	-2	8	-5	13	0.92	4	Cc1ccc(S(=O)(=O)N(CC2CO2)c2cc(Cl)ccc2Cl)cc1 (stereo not given)
-3	0.92	-8	1	2	8	0.99	9	Cc1occc1-c1nnc(SCC(=O)N(C)C)o1
-3	0.99	-6	-5	-1	0	1.1	1	O=C(COC(=O)c1ccc2c(c1)OCCO2)Nc1ccc(F)cc1F
3	0.75	2	6	-5	25	0.94	-7	COc1ccc(CNC(=O)CN(C(=O)c2csnn2)c2ccc(F)cc2)cc1
-11	1	-2	0	-4	-5	0.99	14	CC1=NNC(=O)C1CCC(=O)N/N=C/C(Br)=C/c1ccccc1 (stereo not given)
1	1.1	-2	-5	-4	-10	1	-8	CCN1CCN(C(c2nnnn2Cc2ccc3c(c2)OCO3)C(C)C)CC1 (stereo not given)
-6	0.88	-2	6	-1	12	0.94	23	Cc1ccc(C)c(N2CCN(C(=O)C3CCCN(S(=O)(=O)c4c(C)noc4C)C3)CC2)c1 (stereo not given)
4	0.84	-10	5	-2	16	0.95	-6	Cc1cc2cc(CN(Cc3ccc4c(c3)OCO4)Cc3nnnn3C3CCCC3)c(=O)[nH]c2cc1C
0	0.97	-4	1	0	3	0.99	4	COCCNC(=O)CSc1c2c(nc3ccc(Cl)cc13)CCCC2
